DTT redox prof – compounds producing H2O2 with reducing agent – biochemical, NIH compound library profiling, artefact control for MLSCN library redox annotation, primary screen | DTT-dependent redox cycling H2O2, phenol red/HRP absorbance; 100% = 100 µM peroxide control, 0% = buffer | activation, % at 10 µM | 200,000 compounds, 0.03% hits;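 active = activation of at least 50% relative to the plate's high and low controls in the primary single-dose screen; inactive = activation below 50%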;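 note: compound incubated with DTT at 0.8 mM final as the reducing agent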
PPARg SRC-1 ag – agonists of human PPARgamma SRC-1 coactivator recruitment; P37231; PPARgamma-SRC-1 coactivator recruitment biochemical assay; activation, % at 8 µM; 200,000 compounds, 0.41% hits; AID 631; in the data active = activation above about 19%;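 note: 0% = DMSO and 100% = reference agonist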
Target sequence (P37231 whole entry, looked up): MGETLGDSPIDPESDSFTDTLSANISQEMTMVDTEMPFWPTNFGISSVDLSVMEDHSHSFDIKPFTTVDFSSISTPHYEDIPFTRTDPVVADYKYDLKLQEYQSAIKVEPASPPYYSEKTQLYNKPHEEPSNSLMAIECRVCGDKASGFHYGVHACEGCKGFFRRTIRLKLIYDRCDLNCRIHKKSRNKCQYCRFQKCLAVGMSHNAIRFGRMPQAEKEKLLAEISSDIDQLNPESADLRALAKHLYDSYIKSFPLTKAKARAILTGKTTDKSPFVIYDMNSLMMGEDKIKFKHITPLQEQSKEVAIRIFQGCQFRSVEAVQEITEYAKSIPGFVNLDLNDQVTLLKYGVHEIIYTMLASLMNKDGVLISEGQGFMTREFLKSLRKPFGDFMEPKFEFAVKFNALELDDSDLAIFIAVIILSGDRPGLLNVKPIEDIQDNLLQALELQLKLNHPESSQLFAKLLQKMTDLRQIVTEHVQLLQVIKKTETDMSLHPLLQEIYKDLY
PPARg SRC2 recr – promotes SRC-2 coactivator recruitment by human PPARgamma. P37231. PPARgamma LBD-SRC-2 recruitment, biochemical. activation, % at 8 µM. 200,000 compounds, 0.34% hits; in the data active = activation above about 22%;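 note: 0% = vehicle and 100% = reference agonist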
PPARg SRC-3 ag – promotes SRC-3 coactivator recruitment by human PPARgamma | biochemical PPARgamma/SRC-3 coactivator recruitment assay | activation, % at 8 µM | 200,000 compounds, 0.26% hits | AID 731 | P37231; in the data active = activation above about 23%;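 note: 0% = DMSO and 100% = reference agonist; some compounds past the cut are filed as inactive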
Efa HMGR inh – blocks class II HMG-CoA reductase of Enterococcus faecalis. inhibition, % at 10 µM. purified E. faecalis HMGR, NADPH absorbance 340 nm kinetic. 190,000 compounds, 0.41% hits;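 active = inhibition above a set limit, the median over all tested compounds plus 3 SD, cut at about 9.5% in these data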;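 note: enzyme runs in reverse so mevalonate oxidation gives rising NADPH absorbance; 0% = complete reaction with DMSO and 100% = background rate lacking mevalonate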
bIAP inhibitor – blocks bovine intestinal alkaline phosphatase activity; purified bovine IAP, CDP-star luminescence, 30 min; inhibition, % at 20 µM; 190,000 tested, under 10 active;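 active = over 50% inhibition of intestinal alkaline phosphatase at 20 µM in the single-dose screen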
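Assay system – bovine IAP enzyme · Quantity – bovine IAP at 1/65,000,000 final dilution · Detection – CDP-star luminescence signal · Times – 30 min reaction at room temperature · Also added – CDP-star substrate at 30 µM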
RAM network inh – yeast RAM network inhibition. 190,000 compounds, 1.8% hits. inhibition, % at 50 µM. AID 868. S. cerevisiae dse1pr::URA3 reporter, 5-FOA growth OD615, 2 d; analog-sensitive cbk1-as2 kinase mutant strain;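 active = inhibition above a set limit, 3 SD over mean compound inhibition, cut at about 8.4% in these data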;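 note: 0% = DMSO-only wells with no growth and 100% = 10 µM 1-NA-PP1 full growth; inhibition rescues growth on 5-FOA so higher OD means more RAM inhibition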
TR-FRET SRC-2 ct – flags TR-FRET format artefacts in PPARgamma SRC-2 recruitment agonist screen | 200,000 compounds, 0.4% hits | TR-FRET artefact counter-screen; hits give high values | TR-FRET ratio at 8 µM; in the data active = TR-FRET ratio above about 2000; note: inactives centre near 1500; reference of the scale not given here
S1P3 antagonist – S1P3 (human) receptor antagonism. Q99500. CHO S1P3 NFAT-BLA reporter, FRET fluorescence, antagonist mode. inhibition, % at 4.98 µM. 170,000 compounds, 0.27% hits;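 active = inhibition above the plate cutoff, the mean inhibition of test wells on that plate plus 3 SD, cut at about 28% in these data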;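 note: cells challenged with S1P at its EC80 of 0.8 µM; blue over green emission ratio from cleaved BLA substrate after 4 h stimulation; 0% = S1P-stimulated wells and 100% = unstimulated DMSO-only wells; some compounds past the cut are filed as inactive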
Target sequence (Q99500 whole entry, looked up): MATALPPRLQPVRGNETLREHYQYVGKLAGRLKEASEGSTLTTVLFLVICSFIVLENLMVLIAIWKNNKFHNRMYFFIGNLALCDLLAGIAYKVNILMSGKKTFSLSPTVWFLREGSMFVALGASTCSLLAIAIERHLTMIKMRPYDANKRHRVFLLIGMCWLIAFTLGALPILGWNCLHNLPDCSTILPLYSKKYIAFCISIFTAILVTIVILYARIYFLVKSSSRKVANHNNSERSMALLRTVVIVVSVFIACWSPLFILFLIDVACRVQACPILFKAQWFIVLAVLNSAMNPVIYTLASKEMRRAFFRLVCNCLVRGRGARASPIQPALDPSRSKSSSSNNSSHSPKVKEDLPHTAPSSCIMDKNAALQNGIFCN
Lmaj promast – reduces viability of Leishmania major promastigotes | inhibition, % at 10 µM | 200,000 compounds, 9% hits | resazurin fluorescence viability; in the data active = inhibition above about 50%;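 note: promastigotes grown with compound for 44 hours at 28 °C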
ROMK mod – modulates human ROMK potassium channel activity; 130,000 compounds, 2% hits; P48048; B-score at 10 µM; Tet-inducible ROMK, thallium flux fluorescence; actives lie on both sides;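 active = signal ratio slope over the read window, or its plate-corrected B-score, at least 3 SD from the plate mean, either direction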;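 note: B-score of the F/F0 ratio slope over 7 to 12 s after thallium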
* marks the source's active call; other numbers are inactive results; x = not tested or not shown. Rows are unselected; about 13% have a hit in one of these screens.

Below each compound: PPARg SRC2 recr, bIAP inhibitor, PPARg SRC-1 ag, PPARg SRC-3 ag, DTT redox prof, RAM network inh, Lmaj promast, ROMK mod, S1P3 antagonist, Efa HMGR inh, TR-FRET SRC-2 ct
O=C(Cn1cc2c(n1)CCCCC2)NCc1ccccc1
    x, 7, x, x, -2.2, 0.3, -6, x, 3, -5, x
CC(=O)/C(N=Nc1c(C)n(C)n(-c2ccccc2)c1=O)=C(\C)O
    1, 11, -1, -4, -1.9, 2.8, 8, -0.44, -21, -8, 1563
Cc1nc2ccccc2n(CC(=O)Nc2cc(Cl)cc(Cl)c2)c1=O
    2, 6, 2, -1, 0.0, 4.8, -3, -0.43, -5, 0, 1632
OCCN(Cc1ccccc1)Cc1cccc(Cl)c1Cl
    7, 10, 5, 6, 0.5, 0.4, 35, x, x, -4, 1583
COc1ccccc1OCCc1nnc(N)s1
    0, 13, -7, -9, 0.3, 1.4, 1, -0.61, x, -4, 1394
CCOC(=O)c1sc(NC(=O)c2ccc(CC)s2)nc1C
    4, 17, 4, -3, 3.2, 3.6, -9, x, 21, 0, 1623
COc1ccc(N2CCN(C(C)C(=O)N3CCCC3)CC2)cc1 (stereo not drawn)
    -2, 7, 3, 1, -0.1, 0.3, -4, -0.22, -1, -8, 1625
CNC(=S)N1CCC(NC(=O)C(Cc2ccc(F)cc2)NC(C)=O)CC1 (stereo not drawn)
    9, -13, 2, 0, -1.6, -0.6, -5, 0.7, 1, -1, 1591
NC(=O)c1ccccc1NC(=O)Nc1ccccc1Cl
    3, -1, -1, 1, -0.2, 2.9, -2, -0.71, -4, -4, 1621
Cc1[nH]c2c(C)cccc2c1CCNS(=O)(=O)c1cccc([N+](=O)[O-])c1
    11, -2, 3, 4, -0.2, 2.9, 28, x, 7, -2, 1683
CCOC(=O)c1cnc(SCC(C)C)nc1N
    -7, 0, -5, 6, 3.2, -0.2, 2, x, x, -3, 1431
COc1cc(NC(=O)CN(C)S(=O)(=O)c2ccc3nc(C)sc3c2)cc(OC)c1
    -1, 6, 8, 0, -0.2, 5.9, 13, 0.99, -5, -2, 1617
Cc1ccc(CCc2nnc(SCC(=O)Nc3cc(Cl)ccc3Cl)n2-c2ccccc2)o1
    -1, 49, -6, 0, 0.1, 9.7*, 36, 0.49, -11, 3, 1395
Cc1ccc(OCC(=O)Nc2ccc(-c3nc4ncccc4o3)cc2)cc1
    9, 6, 20*, 0, 0.8, 0.5, 0, x, -15, -4, 1566
Cc1oc(-c2ccc(Cl)cc2)nc1CSCC(=O)NCCCN1CCOCC1
    -7, -1, 3, 4, 1.2, 0.8, 31, -1.6, -24, 3, 1405
Cn1c(=O)oc2cc(S(=O)(=O)NCCC(=O)N3CC=C(c4ccccc4)CC3)ccc21
    -5, -3, 3, -6, 0.2, 1.7, 6, -0.6, -1, 1, 1449
CCC(=O)NC(c1ccccc1)c1nc2ccccc2[nH]1 (stereo not drawn)
    -7, -9, -2, -4, -1.4, -1.9, 18, -0.59, x, 4, 1445
O=C(O)C1Cn2c(nc3c(c2=O)C2(CCCC2)Cc2ccccc2-3)S1 (stereo not drawn)
    -7, -4, 3, -3, -1.1, -0.8, 1, -1.4, -3, -5, 1503
Cc1ccc(NC(=O)c2ccc(C#CC3(O)CCCCC3)cc2)cc1C
    -13, 15, 6, 0, 0.9, 5.6, -1, x, x, -6, 1527
COc1cc(C(=O)O)nc2ccccc12
    -8, 4, -4, -7, 2.1, 0.0, -4, x, -16, 2, 1521
CCS(=O)(=O)N1CCCC(C(=O)NCc2ccc3c(c2)OCO3)C1 (stereo not drawn)
    -3, -6, -8, -2, -0.1, 0.7, 2, 1.5, -6, -5, 1520
CC(=O)C1=C(C)OC(N)=C(C#N)C1c1cccc([N+](=O)[O-])c1 (stereo not drawn)
    -10, -11, 4, -2, -0.1, 3.4, 9, 0.65, -28, -2, 1616
Cc1ccccc1Nc1ncnc(N)n1
    5, -7, 3, 1, 0.5, 0.1, -8, -0.29, -15, -5, 1626
COc1ccc(S(=O)(=O)N2CCCCC2)cc1NC(=O)CSc1nccn1C
    3, -14, 1, 4, -1.6, 1.5, 99*, -0.78, -15, -1, 1557
CCc1ccc(CNc2ccc(N3CCN(C(C)=O)CC3)cc2)cc1
    12, -4, 3, 8, 1.3, 2.6, -8, x, -2, -2, 1524
COc1ccc(-c2cc(CCCC(=O)NCc3ccccn3)no2)cc1
    -7, -12, -4, -7, -0.8, 1.9, -5, x, -29, -8, 1567
c1ccc(OCc2nn3c(-c4ccccn4)nnc3s2)cc1
    -7, 12, -3, -6, -0.7, 3.2, 9, x, x, 1, 1539
COc1ccc(OC)c2sc(N3CCc4ccccc4C3)nc12
    9, -8, 7, 5, -0.1, 3.7, -2, 1.7, -9, 3, 1824
Brc1ccc(-c2nnc(SCCC3OCCCO3)o2)cc1
    0, 0, 5, -1, -5.4, 1.1, 5, -1.1, x, -5, 1506
c1ccc(-c2csc3nnc(SCc4ccc5c(c4)OCCO5)n23)cc1
    6, 11, 8, 11, 6.6, 1.0, 56*, -0.89, -11, -3, 1489

The final five entries of the section before come first, to join the parts:
Below each compound: PPARg SRC2 recr, bIAP inhibitor, PPARg SRC-1 ag, PPARg SRC-3 ag, DTT redox prof, RAM network inh, Lmaj promast, ROMK mod, S1P3 antagonist, Efa HMGR inh, TR-FRET SRC-2 ct
COc1ccc(-c2cc(CCCC(=O)NCc3ccccn3)no2)cc1
    -7, -12, -4, -7, -0.8, 1.9, -5, x, -29, -8, 1567
c1ccc(OCc2nn3c(-c4ccccn4)nnc3s2)cc1
    -7, 12, -3, -6, -0.7, 3.2, 9, x, x, 1, 1539
COc1ccc(OC)c2sc(N3CCc4ccccc4C3)nc12
    9, -8, 7, 5, -0.1, 3.7, -2, 1.7, -9, 3, 1824
Brc1ccc(-c2nnc(SCCC3OCCCO3)o2)cc1
    0, 0, 5, -1, -5.4, 1.1, 5, -1.1, x, -5, 1506
c1ccc(-c2csc3nnc(SCc4ccc5c(c4)OCCO5)n23)cc1
    6, 11, 8, 11, 6.6, 1.0, 56*, -0.89, -11, -3, 1489
CCOC(=O)c1c(C)c(C(=O)N2CCN(c3ccccc3)CC2)c(C)n1C
    -1, -18, 2, 1, -0.6, 0.5, -5, -0.44, 0, -2, 1649
CCOc1cc2nc(-c3ccc(OC)c(OC)c3)nc(N3CCOCC3)c2cc1OC
    10, -12, -2, 1, -1.3, 0.3, 33, -3.1, x, -2, 1785
O=S(=O)(NCc1ccccc1)c1ccc(S(=O)(=O)NCC2CCCO2)cc1 (stereo not drawn)
    1, 8, 1, 2, -1.5, 1.2, 1, -0.54, 2, 3, 1356
O=C(Nc1ccc2c(c1)OCCO2)C1CCN(c2cnccn2)CC1
    5, 19, 3, 10, 0.4, 2.0, -1, x, -15, -1, 1669
COC(=O)c1ccc(-c2nc(-c3ccc(Br)o3)no2)cc1
    -6, 1, 8, 0, 0.1, 3.5, -5, x, -4, -2, 1592
O=C(CN1C(=O)c2ccccc2C1=O)NN1C(=O)c2ccccc2C1=O
    3, x, 10, -7, 2.8, 4.1, -7, x, x, x, 1566
CC(=O)OCC(=O)Nc1ccc(Br)c(C)c1
    4, -27, 3, 4, -1.8, -0.1, -7, 0.43, -12, -7, 1697
CC(C)(C)NC(=O)C(c1ccccc1)N(Cc1ccco1)C(=O)c1csnn1 (stereo not drawn)
    4, 32, -8, 16, -1.5, 0.7, -2, x, -59, -5, 1596
CCCCN(CC)C(=O)CN(C)S(=O)(=O)c1cccc2nsnc12
    3, 3, 1, 4, -0.9, 0.9, 3, -0.94, -10, -10, 1596
C=CCN(CCNP(=O)(OCC)OCC)CP(=O)(OCC)OCC
    -1, -2, 5, -5, -8.0, 1.6, -5, x, x, x, 1671
C(#Cc1ccccc1)C[N+]1(CC#Cc2ccccc2)CCCC1
    1, 4, 2, 2, 0.0, -0.3, 100*, -0.23, -3, -3, 1553
COc1ccc(N=C(N)N=C(N)N)c(OC)c1
    -2, -1, -10, 1, 0.1, 0.0, 3, x, -23, 0, 1488
O=C(NCCCN1CCOCC1)c1ccc(CNS(=O)(=O)c2ccc(Br)cc2)cc1
    -7, -11, -3, 2, 0.2, 0.8, 0, -0.0025, 14, -6, 1340
Cc1cccc(N2CCN(c3ccc(N4C(=O)CCCC4=O)cc3[N+](=O)[O-])CC2)c1C
    2, 7, 8, 2, 0.1, 4.1, 58*, -0.33, -4, 2, 1740
O=C1NC(=O)C2(COC(c3cccc([N+](=O)[O-])c3)OC2)S1 (stereo not drawn)
    4, -8, 0, 1, -3.5, 2.5, -7, 0.49, -5, -8, 1358
Cc1ccc(CNC(=O)C2CCN(S(=O)(=O)c3cccs3)CC2)o1
    2, -10, 1, -6, 1.6, 3.0, -1, x, -31, -1, 1511
Cc1ccc(S(=O)(=O)Nc2ccc(-c3nc4ccc(C)cc4s3)cc2)cc1
    -6, 10, 9, 1, 0.1, 2.3, 1, x, 10, 4, 1528
Cc1cccc(NC(=S)N/N=C/c2cccn2Cc2ccc(F)cc2)c1
    -4, 1, -4, -5, -2.0, 5.3, 49, 0.022, -4, 4, 1524
CCC(=O)N1CCc2cc(S(=O)(=O)NCCCN(CC)Cc3ccccc3)ccc21
    1, 5, -4, -2, -0.7, -0.9, 55*, -1.1, x, 2, 1446
COc1ccccc1NC(=O)c1ccc(NC(=O)COC(=O)C2CC2C)cc1 (stereo not drawn)
    0, 9, 8, 6, -0.6, 2.1, -1, 0.086, -10, -5, 1809
CC1CN(c2oc(-c3ccccc3Cl)nc2C#N)CC(C)O1 (stereo not drawn)
    4, 2, -3, -4, 0.0, 4.0, 1, 0.68, x, -1, 1445
Cc1ccc(OCC(=O)NCc2cccs2)cc1
    12, 13, 6, 14, 0.1, 1.5, -6, -0.82, x, 1, 1744
Nc1cc(Cl)ccc1N1CCCCCC1
    9, -22, 9, 2, 0.1, -0.7, -1, -0.34, 5, -2, 1619
COc1cc(S(=O)(=O)Nc2ccncc2)ccc1F
    -6, 9, 0, -3, -1.2, 1.8, 6, 0.42, -11, -1, 1319
CC(=O)N1CCc2cc(S(=O)(=O)NC(CC(C)C)C(=O)N3CCn4c3nc3ccccc34)ccc21 (stereo not drawn)
    -6, -10, -5, 0, 1.4, 1.2, 6, x, -28, 2, 1558
COc1cc(C)c(S(=O)(=O)Nc2ccc(CC(=O)O)cc2)cc1C
    -1, 16, 3, -4, 2.2, 2.8, -2, x, 0, 0, 1587

Another view of part of the listing above.
Compound	PPARg SRC2 recr	bIAP inhibitor	PPARg SRC-1 ag	PPARg SRC-3 ag	DTT redox prof	RAM network inh	Lmaj promast	ROMK mod	S1P3 antagonist	Efa HMGR inh	TR-FRET SRC-2 ct
Cc1ccc(OCC(=O)NCc2cccs2)cc1	12	13	6	14	0.1	1.5	-6	-0.82	x	1	1744
Cc1ccc(S(=O)(=O)Nc2ccc(-c3nc4ccc(C)cc4s3)cc2)cc1	-6	10	9	1	0.1	2.3	1	x	10	4	1528

Compound activity as filed in PubChem BioAssay.
